# TbREL1 primary – TbREL1 inhibition, primary screen | AID 1117264 | TbREL1 RNA ligation, FRET fluorescence | 89,000 tested, 0.49% active | inhibition, % at 9.66 µM;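 active = inhibition above the mean inhibition across all screened compounds plus 3 SD, cut at about 11% in these data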;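 also: 0% = plate median of test wells and 100% = NSC42067 control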
# Target sequence (P86926 whole entry, looked up): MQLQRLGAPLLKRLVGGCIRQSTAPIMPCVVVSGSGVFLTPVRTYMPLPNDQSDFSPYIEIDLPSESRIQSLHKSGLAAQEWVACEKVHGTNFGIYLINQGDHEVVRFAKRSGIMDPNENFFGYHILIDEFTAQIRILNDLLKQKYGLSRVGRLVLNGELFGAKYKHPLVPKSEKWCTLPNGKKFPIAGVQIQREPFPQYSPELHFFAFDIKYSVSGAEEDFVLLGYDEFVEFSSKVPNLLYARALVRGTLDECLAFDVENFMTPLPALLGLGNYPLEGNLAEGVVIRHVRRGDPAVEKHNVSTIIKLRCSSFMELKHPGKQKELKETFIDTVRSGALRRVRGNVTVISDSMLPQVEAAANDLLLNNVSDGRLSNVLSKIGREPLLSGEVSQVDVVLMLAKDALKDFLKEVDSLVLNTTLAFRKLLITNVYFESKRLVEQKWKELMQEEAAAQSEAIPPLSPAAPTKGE
# * marks the source's active call; other numbers are inactive results. Not all compounds are listed (hit frequency here may not be typical).
TbREL1 primary,structure
4.8,O=C(COC(=O)C1CCN(S(=O)(=O)c2cccs2)CC1)Nc1ccc(F)cc1Cl
3.3,CC(C(=O)O)N1c2cccc3cccc(c23)S1(=O)=O (configuration not stated)
-4.4,Cc1cc(C)n(-c2nc3c(c(=O)[nH]c(=O)n3C)n2Cc2cccc(Br)c2)n1
2.2,Cc1ccccc1Nc1ncnc2c1cnn2-c1ccccc1
4.8,Cc1cc(=O)oc2cc(OCC(=O)Nc3nnc(C4CC4)s3)ccc12
4.3,Cc1cccnc1NC(=O)CCNS(=O)(=O)c1ccc2c(c1)c(=O)n(C)c(=O)n2C
6.8,O=C(CN1CCSCC1)N/N=C/c1cccc(Cl)c1
-1.3,COc1ccc(CNC(=O)CN(C(=O)CCC(=O)Nc2nccs2)c2cccc(C)c2)cc1
-4.5,O=C(Nc1ccccc1Cl)C1C2CCCCC21 (configuration not stated)
-1.2,O=S(=O)(NCC(c1ccc2c(c1)OCO2)N1CCOCC1)c1ccc(Cl)cc1 (configuration not stated)
-2.7,Cn1cc(Br)c(C(=O)NNC(=O)Nc2ccccc2C(F)(F)F)n1
3.0,O=C(Nc1ncnc2c1C(c1ccccc1)c1c(ccc3ccccc13)O2)c1ccccc1 (configuration not stated)
7.5,Cn1c(=O)c2cn3c(c2n(C)c1=O)C(c1ccccc1)CC(c1ccccc1)=N3 (configuration not stated)
-3.4,O=[N+]([O-])c1ccc(N2CCN(C(=S)NC3CCCCC3)CC2)cc1
0.3,CCN(Cc1cc(=O)n2ccsc2n1)Cc1nc2cc(OC)c(OC)cc2c(=O)[nH]1
7.6,Cc1ccccc1NC(=O)COC(=O)c1cc[n+]([O-])cc1
2.2,O=C(OCc1cn(Cc2ccc(F)cc2F)nn1)N1CCOCC1
-0.3,O=C(OCc1cnc(Cl)s1)c1c(F)cccc1F
-0.5,CSCC[C@H](NC(=O)[C@@H]1Cc2ccccc2CN1)C(=O)NC1CCCCC1
0.3,CCOC(=O)N1CCN(S(=O)(=O)c2cc(Br)cc3c2N(C(=O)CC)CC3)CC1
2.4,Cc1cccc(NC(=O)NNC(=O)COc2ccc3ccccc3c2)c1
5.3,O=C1CCc2cc(S(=O)(=O)N3CCN(c4cccc(Cl)c4)CC3)ccc2N1
-0.8,O=S(=O)(Nc1cccc2cn[nH]c12)c1ccc(F)cc1
3.0,C[C@@H](CSc1ccccc1)CN1CC[C@H](O)CCC1=O
-1.2,CCOc1ccc(S(=O)(=O)N2CCC(C(=O)OC(C)C(=O)NC3CCCCC3C)CC2)cc1 (configuration not stated)

# The last 2 entries of the part above come first, to join the parts:
TbREL1 primary,structure
3.0,C[C@@H](CSc1ccccc1)CN1CC[C@H](O)CCC1=O
-1.2,CCOc1ccc(S(=O)(=O)N2CCC(C(=O)OC(C)C(=O)NC3CCCCC3C)CC2)cc1 (configuration not stated)
0.6,COc1cccc(NC(=O)Cn2c(=O)n(-c3ccccc3)c(=O)c3sccc32)c1
-2.2,CS(=O)(=O)c1ccc(Cl)c(NC(=O)c2cccc(Br)c2)c1
0.6,C[C@H](CCC(=O)OCc1cn(CC(=O)c2ccc(O)cc2)nn1)C1CC[C@H]2[C@@H]3CC[C@@H]4C[C@H](O)CC[C@]4(C)[C@H]3C[C@H](O)[C@]12C (some centres not stated)
1.2,CCCCCN(C(=O)NC(=O)Nc1ccc(C)cc1C)S(C)(=O)=O
0.1,CCn1c(SCC(=O)N2CCCC2)nnc1-c1ccco1
-2.5,CN(C)c1nc2n(c(=O)n1)C(C#N)CS2 (configuration not stated)
1.4,COc1cccc(CNS(=O)(=O)c2ccc3c(c2)NC(=O)CS3)c1
2.4,CC1(C)C([N+](=O)[O-])C(c2ccc(F)cc2)NC(c2ccc(F)cc2)C1[N+](=O)[O-] (configuration not stated)
5.0,Cc1nn(Cc2ccc([N+](=O)[O-])cc2)c(=O)n1-c1ccc(F)cc1
5.8,Cc1ccc(S(=O)(=O)/N=C(\CN2CCOCC2)N2CCOCC2)cc1
-7.5,CCOC(=O)C1CCN(C(=S)NC2CC3C=CC2C3)CC1 (configuration not stated)
-0.5,Cc1cccc(Cn2c(N(C)CCO)nc3c2c(=O)[nH]c(=O)n3C)c1
-2.2,CCc1nnc(NC(=O)CSc2nnc(-c3ccoc3C)n2CC(C)C)s1
0.3,N#Cc1ccc(OCC(=O)NCCN2CCOCC2)cc1
1.6,CCOC(=O)C1(C)CCCN1C(=O)c1cncc(Br)c1 (configuration not stated)
0.5,CCC(=O)OC1CSc2nc3ccccc3n2C1 (configuration not stated)
-1.3,O=C(CSc1ncn[nH]1)Nc1ccccc1-c1ccccc1
0.5,Cc1ccc(OCC(=O)N/N=C/c2ccc3c(c2)OCO3)cc1C
2.1,CC(=O)Nc1ccc(C(=O)NN2C(=O)NC3(CCCCC3)C2=O)cc1
0.9,Cc1ccc(/C(N)=N/OC(=O)c2cccc(F)c2)cc1
1.9,COc1ccc(-n2nc(C(=O)NCC(=O)NC3CCCCC3)c3ccccc3c2=O)c(OC)c1
6.3,Cc1cc(CN2C(=O)c3ccccc3C2=O)no1
-0.3,S=c1[nH]nc(Cc2cccc3ccccc23)o1
0.1,Cc1nonc1NC(=O)CSc1nnnn1-c1ccccc1
0.4,COc1ccc(NC(=O)c2cc3c(=O)n(C)c4ccccc4c3n2C)cc1Cl

# Fetched by compound from above:
TbREL1 primary,structure
-7.5,CCOC(=O)C1CCN(C(=S)NC2CC3C=CC2C3)CC1 (configuration not stated)
0.5,Cc1ccc(OCC(=O)N/N=C/c2ccc3c(c2)OCO3)cc1C
0.1,Cc1nonc1NC(=O)CSc1nnnn1-c1ccccc1
0.1,CCn1c(SCC(=O)N2CCCC2)nnc1-c1ccco1

# (continued)
TbREL1 primary,structure
5.2,COC(=O)[C@@]12CCCCC=C1N(CCc1ccc(Cl)cc1)C(=O)[C@H]2CC(=O)NCCCCc1ccccc1
-0.7,CC(C)(C)SCCNC(=O)CN1C(=O)c2ccccc2S1(=O)=O
1.4,CCOCCCNC(=O)CN1C(=O)CSc2ccccc21
3.9,CCc1nc(N)nc(N)c1-c1ccc(Cl)c(N=[N+]=[N-])c1
-3.3,O=c1[nH]c(SCc2ccc(OC(F)(F)F)cc2)nc2c1CCC2
0.1,CC(C(=O)N1CCCCC1)n1sc2ccccc2c1=O (configuration not stated)
1.4,COc1ccc(S(=O)(=O)NCCC(=O)OCc2cc(=O)oc3cc(C)ccc23)cc1[N+](=O)[O-]
2.3,Cc1ccc(NC(=O)NNC(=O)CN2C(=O)COc3ccccc32)cc1
1.9,O=C(NCCc1ccc(F)cc1)Nc1ccc([N+](=O)[O-])cc1
2.7,CCOC(=O)N1CCN(C(=O)CSc2nnc(CNC(=O)c3c(F)cccc3Cl)o2)CC1
-1.2,COC(=O)CSc1nnc(-c2ccncc2)n1N
2.0,CS(=O)(=O)N(Cc1ccco1)Cc1ccccc1Cl
-1.6,CC(C)(C)c1ccc(OCC(O)CN2CCN(C(=O)c3ccccc3)CC2)cc1 (configuration not stated)
2.3,Cc1cc(Cl)cc(Br)c1OCCCN1C(=O)NC(C)(C)C1=O
-2.5,CCN(CC)c1ccc(NC(=O)CSc2nc3ccccc3c(=O)n2-c2ccc(C)cc2)cc1
0.6,COc1ccc(S(=O)(=O)CCC(=O)N2CCN(c3cccc(Cl)c3)CC2)cc1
-2.5,Cn1cccc1/C=N/NC(=O)c1cccc(OC(F)(F)C(F)F)c1
-2.3,Cn1c(=O)n(C)c2cc(NS(C)(=O)=O)ccc21
5.1,CCCCCCNC(=O)Cc1nc2nc(C)cc(C)n2n1
7.1,O=C1/C(=C/c2ccc(F)cc2)CCC1C1CCCC1 (configuration not stated)
3.5,CC(NCc1ccccc1Cl)C(=O)Nc1ccc(S(=O)(=O)N2CCCC2)cc1 (configuration not stated)
-4.1,CN1C2C=C3C(C#N)=C(N)C(C#N)(C#N)[C@@H](c4cccc(F)c4)[C@@H]3C1CC2 (some centres not stated)
1.6,O=c1[nH]c(Cn2nnc(-c3ccccc3)n2)nc2scc(-c3ccccc3)c12
1.7,COc1ccc(CC(=O)n2nc(-c3ccccc3)nc2NCc2ccco2)cc1
-0.8,Cc1ccc(C)c(NC(=S)NCC(c2ccccc2)N(C)C)c1 (configuration not stated)

# Look-ups from the list.
# TbREL1 primary result of CCN(CC)c1ccc(NC(=O)CSc2nc3ccccc3c(=O)n2-c2ccc(C)cc2)cc1 reads -2.5
# TbREL1 primary result of CS(=O)(=O)N(Cc1ccco1)Cc1ccccc1Cl reads 2.0
# TbREL1 primary result of Cc1ccc(NC(=O)NNC(=O)CN2C(=O)COc3ccccc32)cc1 reads 2.3
# TbREL1 primary result of COc1ccc(CC(=O)n2nc(-c3ccccc3)nc2NCc2ccco2)cc1 reads 1.7

# Further records follow.
TbREL1 primary,structure
-3.7,CCn1c(CC(=O)Nc2ccc(C)cc2)nnc1SCC(=O)N1CCN(c2ccccc2)CC1
4.3,CC(CC(=O)OCC(=O)Nc1ccc2[nH]c(=O)[nH]c2c1)c1ccccc1 (configuration not stated)
-0.3,COCC(=O)N(C)c1nnc(-c2cnccn2)s1
2.0,COc1cccc(C(=O)NC(=O)Nc2cc(C)[nH]n2)c1
-1.0,Cc1cc(C)c(NC(=O)c2cn3c4c(c(N5CCN(C)CC5)c(F)cc4c2=O)OCC3C)c(C)c1 (configuration not stated)
6.4,O=C(CN(Cc1ccco1)C(=O)Cn1nnc(-c2ccc(F)cc2)n1)NC1CCCC1
6.7,CC(C)c1ccc(/C=C(/C#N)c2nnc(NC(=O)c3ccccc3)s2)cc1
8.8,O=C(Nc1ccc(F)c([N+](=O)[O-])c1)C(=O)c1c(O)[nH]c2ccccc12
2.0,CN1CCN(S(=O)(=O)c2ccc(SCCOc3ccc(Cl)cc3)nc2)CC1
-1.4,Cc1ccc2[nH]c(=O)c(CN(Cc3ccco3)C(=O)N3CCOCC3)cc2c1
5.0,CCC(CC)C(=O)Nc1cccc(C(=O)NC(C)(C)C)c1
-1.4,C=CCC[C@@H](Cc1ccc(F)cc1)C(=O)OC[C@@H](C)NC(=O)[C@H](CC=C)CC(=O)N(CCO)Cc1ccccc1
-3.2,CCC(c1nnc(SCc2nc3ccccc3s2)n1Cc1ccccc1)N(C)C (configuration not stated)
4.3,COc1ccc(S(=O)(=O)CCC(=O)Nc2c(C)n(C)n(-c3ccccc3)c2=O)cc1
-1.7,CCOc1ccc(NC(=O)CNC(=O)Cc2ccccc2)cc1
1.4,Cc1[nH]c2ccccc2c1C(=O)COC(=O)c1cccc(S(=O)(=O)N2CCCCC2)c1
-3.2,CCOc1cc(NS(C)(=O)=O)c(OCC)cc1NC(=O)c1cccs1
-1.5,CCN1C(=O)[C@H]2[C@@H](c3ccc(-c4ccccc4)c(OC)c3)N[C@@](Cc3ccccc3)(C(=O)OC)[C@H]2C1=O
1.1,COc1ccc(NC(=O)CCS(=O)(=O)c2ccccc2)c(OC)c1
-0.7,COc1ccc(NC(=O)CSc2nccn2Cc2ccco2)cc1OC
-1.5,C#Cc1ccc([C@@H]2C=C(C(=O)NC3CC3)O[C@H](OCC)[C@H]2CCCO)cc1
0.2,C=CCNC(=S)Nc1ccc2cn[nH]c2c1
0.1,O=c1[nH]c(-c2ccccn2)nc2sc(-c3ccccc3)cc12
-1.9,COc1cccc(NC(=O)Cn2c(=O)n(-c3ccccc3)c(=O)c3oc4ccccc4c32)c1
-2.8,CCCCN(C(=O)c1oc2ccc(OCC)cc2c1C)c1c(N)n(CC(C)C)c(=O)[nH]c1=O

# By substructure: the compounds so far containing a tert-butyl group
TbREL1 primary,structure
-0.7,CC(C)(C)SCCNC(=O)CN1C(=O)c2ccccc2S1(=O)=O
-1.6,CC(C)(C)c1ccc(OCC(O)CN2CCN(C(=O)c3ccccc3)CC2)cc1 (configuration not stated)
5.0,CCC(CC)C(=O)Nc1cccc(C(=O)NC(C)(C)C)c1

# Going on with the list:
TbREL1 primary,structure
4.7,O=C(N1CCN=C1SCc1cccnc1)C12CC3CC(CC(C3)C1)C2
-0.1,CCOc1ccc(C(=O)NCC(=O)OCc2c(F)cccc2Cl)cc1OCC
-2.4,Cn1c(SCC(=O)NC2CCS(=O)(=O)C2)nc2ccccc21 (configuration not stated)
1.9,CN(CC(=O)Nc1ccccc1[N+](=O)[O-])Cc1ccc(Br)cc1
1.7,COc1ccc(CCNC(=O)c2cc3ccccc3oc2=O)cc1
-0.9,CCOC(=O)CC(=O)CSc1nc2ccccc2c(=O)n1-c1ccc(C(=O)NCCOC)cc1
3.3,COc1cc(C#Cc2c(-c3cncn3C)n(C)c3ccc(-c4ccc(OC)nc4)cc23)cc(OC)c1
-1.9,O=C1Nc2ccccc2C(O)(C(=O)NCc2ccc3c(c2)OCO3)N1c1ccccc1 (configuration not stated)
0.2,COc1cccc(/C=c2/s/c(=C(\C#N)C(=O)N3CCOCC3)n(-c3ccccc3)c2=O)c1
2.5,CC1(C)CC(=O)C(C=NCCCN2CCOCC2)=C(O)C1
4.9,CN1CCN(S(=O)(=O)c2ccc(Oc3ccc(F)c(Cl)c3)nc2)CC1
2.0,CCN1CCN(C(c2cc3cc4c(cc3[nH]c2=O)OCO4)c2nnnn2C(C)(C)CC)CC1 (configuration not stated)
1.0,Cc1ccc2nc(C(C)O)[nH]c2c1 (configuration not stated)
0.8,CCN1CCN(Cc2ccc(NC(=O)c3ccc(C)c(NC(=O)C[C@@H]4NC(=O)[C@H](Cc5ccccc5)NC4=O)c3)cc2C(F)(F)F)CC1
-1.8,O=C(O)c1ccc(CN(Cc2ccccc2)S(=O)(=O)c2ccc(Cl)cc2)cc1
-1.3,COC(=O)CSc1nnc(CSc2nc(C)cc(C)n2)n1Cc1ccco1
0.6,COCCNC(=O)C(NC(=O)C1CCC(C)CC1)C(C)C (configuration not stated)
0.1,O=C(CNC(=O)c1cccs1)c1ccc(Br)cc1
-1.9,O=c1ccccn1CCOc1ccc(Cl)cc1
0.9,Nc1nnc(SCC(=O)NCCOc2ccccc2)s1
-5.5,O=C(CSc1nnc(-c2ccccc2F)o1)Nc1ccc(N2CCOCC2)cc1
-0.9,COc1ccc(OC)c(S(=O)(=O)N2CCCCC2C(=O)N2CCN(c3ccccc3F)CC2)c1 (configuration not stated)
-0.7,Brc1ccc(-c2nn3c(Cc4ccccc4)nnc3s2)o1
-3.0,Cc1cccc(NC(=S)NN2CCOCC2)c1C
-0.9,O=C(CC12CC3CC(C1)CC(CC(=O)NC1=NCCS1)(C3)C2)NC1=NCCS1
-1.1,COC(=O)C[C@@H]1CC[C@H]2[C@@H](COc3ccc(NC(=O)Nc4ccc(C)cc4)cc3C(=O)N2C)O1

# Screening data as filed in PubChem BioAssay.
